# Assay outcomes deposited in PubChem by several laboratories.
# NPY-Y1 PAM-ag: potentiators or agonists of human neuropeptide Y receptor Y1; activation, % at 3.6 µM; NPY-Y1 expressing cells, potentiator/agonist activation; 220,000 compounds, 0.37% hits; P25929; in the data active = activation above about 33%, passing the limit was not always enough;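 note: cells stimulated with NPY at EC10 then isoproterenol at EC100; 0% = low agonist plus stimulus and 100% = saturating agonist plus stimulus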
# Mdm2 ligase inh: blocks human Mdm2 ubiquitin ligase activity. Q00987. cell-based MDM2 ubiquitination luciferase reporter, 2 h; 0 = plate control, 100 = twice control, blank-subtracted. signal enhancement, % at 5 µM. 210,000 compounds, 0.11% hits;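 active = signal enhancement of 30% or more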;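 note: luminescence tracks abundance of the self-degrading MDM2-luciferase fusion protein; higher signal means inhibition of MDM2 E3 ligase activity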
#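 test system = mammalian cells stably expressing self-ubiquitinating, self-degrading MDM2 E3–luciferase fusion | quantity = 2000 cells/well | incubation = cell settling 4 h, compound treatment 2 h, both 37 °C | signal = luminescence with SteadyLite reagent, 15 min at room temperature | evaluation = % enhancement relative to plate controls after blank subtraction | benchmarks = plate controls and plate blanks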
# Hck-Nef inh: human Hck-Nef kinase inhibition | inhibition, % at 20 µM | Recombinant Hck-YEEI plus Nef, Z-Lyte FRET kinase assay | 220,000 compounds, 0.68% hits | P08631;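 active = Hck-Nef kinase inhibition above about 50%, limit read from the data; inactive = inhibition below that limit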;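 note: 0% = DMSO with Hck plus Nef and 100% = Hck alone without Nef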
# Runt-SMMHC FRET: inhibitors of human RUNX1 Runt domain binding to CBFb-SMMHC; Q01196+Q13951; Cerulean-Runt/Venus-CBFb-SMMHC FRET ratio 530/480, 1 h; inhibition, % at 20 µM; 220,000 compounds, 0.74% hits; AID 1434;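 active = mean inhibition across duplicate retests at 20 µM reaching about 50%, limit read from the data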;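 note: 0% = DMSO wells and 100% = wells with excess untagged CBFb-SMMHC; inhibitors lower the FRET ratio by blocking Runt binding to CBFb-SMMHC; some results filed as inactive read as strong as hits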
# p97 inhibitor: human p97 ATPase inhibition; recombinant p97 ATPase, Kinase-Glo ATP luminescence, 3 h; 220,000 compounds, 0.42% hits; AID 1481; P55072; inhibition, % at 8 µM; in the data active = inhibition above about 15%;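 note: 0% = DMSO vehicle and 100% = wells lacking enzyme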
# Target sequence (P55072 whole entry, looked up): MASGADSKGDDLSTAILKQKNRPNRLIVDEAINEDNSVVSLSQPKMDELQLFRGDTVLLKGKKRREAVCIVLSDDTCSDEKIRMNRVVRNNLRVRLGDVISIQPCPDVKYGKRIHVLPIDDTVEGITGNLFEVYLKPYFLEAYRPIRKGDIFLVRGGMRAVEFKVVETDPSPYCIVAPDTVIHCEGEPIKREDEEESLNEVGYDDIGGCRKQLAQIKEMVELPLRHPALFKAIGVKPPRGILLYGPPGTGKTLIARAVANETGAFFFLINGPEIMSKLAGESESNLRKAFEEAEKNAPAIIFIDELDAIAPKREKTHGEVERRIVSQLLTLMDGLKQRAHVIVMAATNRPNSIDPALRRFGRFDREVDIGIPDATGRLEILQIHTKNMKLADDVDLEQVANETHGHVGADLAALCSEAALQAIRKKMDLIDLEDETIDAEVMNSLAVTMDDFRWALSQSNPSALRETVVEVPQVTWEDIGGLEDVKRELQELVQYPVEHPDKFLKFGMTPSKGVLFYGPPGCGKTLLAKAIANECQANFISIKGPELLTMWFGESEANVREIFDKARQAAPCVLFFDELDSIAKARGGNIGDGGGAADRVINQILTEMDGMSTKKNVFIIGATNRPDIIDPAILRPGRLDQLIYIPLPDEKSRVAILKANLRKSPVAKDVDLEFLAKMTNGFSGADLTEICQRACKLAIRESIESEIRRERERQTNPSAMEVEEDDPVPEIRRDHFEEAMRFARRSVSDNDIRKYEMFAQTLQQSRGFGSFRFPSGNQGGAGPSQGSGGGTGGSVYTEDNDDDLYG
# NPY2 pot ag: potentiates or activates human NPY-Y2 receptor; P49146; 220,000 compounds, 0.45% hits; cells expressing NPY-Y2, potentiator/agonist read-out; activation, % at 3.6 µM; in the data active = activation above about 27%;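 note: cells stimulated with NPY near EC25 plus isoproterenol at EC100; 0% = vehicle plus submaximal agonist and 100% = vehicle plus saturating agonist; some results beyond the cut were filed as inactive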
# Runt-CBFb FRET: blocks binding of human RUNX1 Runt domain to CBFb | Q01196+Q13951 | Cerulean-Runt/Venus-CBFb FRET ratio 530/480, 1 h | inhibition, % at 20 µM | 220,000 compounds, 0.46% hits;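 active = inhibition over about 50% at 20 µM in the single-dose screen, limit read from the data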;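 note: 0% = DMSO wells and 100% = excess unlabeled CBFb competitor control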
#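 test system = Cerulean-Runt domain fusion protein, energy donor | probe or stimulus = Venus-CBFb binding partner, 100 nM | incubation = two 1 h room-temperature incubations shielded from light | detection = fluorescence energy transfer, 422 nm excitation, 530/480 nm emission | measure = loss of energy transfer signal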
# RBBP9 inh: human RBBP9 hydrolase inhibition; O75884; inhibition, % at 7.94 µM; 220,000 compounds, 0.2% hits; AID 1515; recombinant RBBP9, FP-Rh probe fluorescence polarization;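 active = inhibition above the campaign mean of all tested compounds plus 3 SD, cut at about 14% in these data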;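 note: plate controls were DMSO wells with RBBP9 for no effect and wells lacking RBBP9 protein for full effect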
# Target sequence (O75884 whole entry, looked up): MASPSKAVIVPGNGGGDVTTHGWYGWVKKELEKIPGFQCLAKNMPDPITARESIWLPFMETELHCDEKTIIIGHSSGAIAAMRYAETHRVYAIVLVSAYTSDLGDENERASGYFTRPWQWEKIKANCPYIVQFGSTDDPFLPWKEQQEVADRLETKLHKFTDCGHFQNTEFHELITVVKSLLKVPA
#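 System: RBBP9 protein / Buffer or medium: Tris/NaCl buffer pH 8.0 with 0.1% Pluronic / Probe or stimulus: Serine-hydrolase probe FP-Rh, 375 nM pre-mixing / Dosing: 7.94 µM single dose, 0.794% DMSO / Times: enzyme-compound preincubation 30 min, then probe labeling 45 min, 25 °C / Technique: fluorescence polarization (mP), excitation 525 nm, emission 598 nm / Replication: singlicate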
# NPY-Y1 antag: blocks the human neuropeptide Y Y1 receptor | HEK293-CNG Y1 cells, membrane potential fluorescence; NPY at EC95, then isoproterenol | inhibition, % at 3.6 µM | 200,000 compounds, 1% hits | AID 1040;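 active = inhibition above the campaign mean inhibition of all tested compounds plus 3 SD, cut at about 20% in these data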;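 note: 0% = DMSO wells given NPY plus isoproterenol and 100% = isoproterenol alone without NPY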
#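 Material: Y1- and CNG-channel-expressing HEK293 cells / Probe or stimulus: NPY 25 nM then isoproterenol 1 µM plus Ro 20-1724 25 µM / Doses: 3.6 µM single dose, DMSO 0.4% / Schedule: compound incubation 1 h at room temperature, readout 45 min post-stimulation / Signal: membrane potential fluorescence / Benchmarks: isoproterenol-only wells as full block versus NPY-plus-isoproterenol wells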
# Starred values were filed as active, the others as inactive; · = not tested or not shown.
# Values run as follows: NPY-Y1 PAM-ag	Mdm2 ligase inh	Hck-Nef inh	Runt-SMMHC FRET	p97 inhibitor	NPY2 pot ag	Runt-CBFb FRET	RBBP9 inh	NPY-Y1 antag
Cc1ccc(S(=O)(=O)N(CC(=O)NCCSc2ccccn2)c2cc(C)cc(C)c2)cc1
    8	-22	1	-3	0	7	-5	9	1
O=C1CC(c2ccccc2)CC(O)=C1C=NC1CCCC1 (configuration not stated)
    4	8	1	4	3	12	1	6	4
CC(C)c1onc(C(=O)NC2CCCC2)c1[N+](=O)[O-]
    -5	-12	1	1	2	3	-1	-3	-3
CC(=O)N1N=C(c2c(-c3ccccc3)c3cc(C)ccc3[nH]c2=O)CC1c1ccco1 (configuration not stated)
    2	10	9	30	-3	0	37	2	3
OCc1nc2ccc(Cl)cc2[nH]1
    -3	-5	6	-1	-4	5	0	-5	·
CN(C)C(=C(C#N)C#N)N1CCN(c2ccc(Cl)cc2)CC1
    10	-7	3	3	1	7	0	-8	2
CCOC(=O)c1cc(CC)sc1NC(=O)COC
    -28	-5	1	-1	-2	-11	-1	-6	-1
CC1=C(C(=O)Nc2ccccc2)C(c2ccccc2[N+](=O)[O-])NC(=O)N1 (configuration not stated)
    -5	-7	6	-116	2	-5	-32	6	4
CCN(CC)/C(=N/S(=O)(=O)c1ccc(C)cc1)c1ccccc1
    -4	5	-1	0	13	-4	2	-2	-4
CC(=O)c1cn(C)c(=O)n(C)c1=O
    -2	-4	3	-1	-4	-2	3	-5	0
Cc1ccc(NC(=O)Nc2cnccn2)cc1Cl
    16	23	26	-2	11	10	1	5	0
CC(O)CNC12CC3CC(CC(C3)C1)C2 (configuration not stated)
    5	-6	7	-3	5	-2	2	1	-3
O=C(NCc1ccncc1)/C(=C\c1ccc(F)cc1)NC(=O)c1ccccc1
    9	-7	0	1	1	14	-2	0	-3
CC(=O)NC(Cc1cccc(C)c1)C(=O)NC1CCN(C(=O)c2ccc([N+](=O)[O-])cc2)CC1 (configuration not stated)
    -20	-22	3	0	0	-12	1	-3	6
CCOC(=O)NC(=S)Nc1c(C)n(C)n(-c2ccccc2)c1=O
    8	-16	-4	-15	1	-9	-2	0	1
COc1ccc(Nc2cc(C)c3c(O)cccc3n2)cc1
    -5	-9	2	-4	11	-35	10	-2	·
C/C(=N\Nc1ccc([N+](=O)[O-])cc1)c1ccc(N2CCOCC2)cc1
    22	-8	-6	-36	7	19	-11	2	·
Cn1nc(C(C)(C)C)c(NC(=O)c2sccc2Cl)c1C(C)(C)C
    6	-3	0	2	5	-3	-2	-5	·
Cc1ccc(C(=O)Nc2cccnc2N2CCN(C)CC2)cc1
    -4	-4	10	0	-7	5	-1	-10	4
CN(Cc1c(F)cccc1Cl)C(=O)c1cc2ccccc2o1
    -1	-10	24	-6	-5	-6	-1	-9	6
O=C(/C=C/c1cccs1)NC(=S)Nc1ccccc1
    8	9	2	-3	2	-13	1	-1	2
CCCC(C)NC(=O)COC(=O)c1cc(Br)c(Br)s1 (configuration not stated)
    14	-13	21	0	4	15	-2	-7	3
NC(=O)CC(c1ccccc1)c1ccco1 (configuration not stated)
    -7	-12	0	-5	2	7	0	4	0
CN1CCN(S(=O)(=O)c2ccc(NCc3ccc4c(c3)OCO4)nc2)CC1
    5	-10	19	2	6	13	0	2	·
Cc1ccc(OCC(O)CN2CCN(CC(O)COc3ccc(C)cc3Cl)CC2)c(Cl)c1 (configuration not stated)
    7	-10	1	0	4	3	-3	-1	14
O=Cc1ccc(OCc2ccccn2)cc1
    -21	-10	-5	-1	-12	-38	2	-6	1
O=C1c2cccnc2C(=O)N1CO
    7	-9	1	-5	3	-10	-1	-12	-5
CC(C)c1ccc(-c2noc(C3CCCN(S(C)(=O)=O)C3)n2)cc1 (configuration not stated)
    6	-2	1	-6	1	-4	-7	-1	3
CC(C)(C)NC(=O)CSc1nc2ccccc2n1-c1ccccc1
    1	-14	3	4	3	12	10	14	7
CCC(c1nnnn1C(C)(C)CC)N(CCN1CCOCC1)Cc1cc2cc(C)ccc2[nH]c1=O (configuration not stated)
    -3	-16	9	-3	3	-4	7	5	10
O=C(Nc1ccc(Cl)cc1)c1ccc(-n2cccn2)c([N+](=O)[O-])c1
    -11	38*	2	-4	2	-3	3	-8	0
FC(F)(F)c1cccc(NC(=S)NCCc2ccccn2)c1
    -10	-4	2	1	0	1	-3	-4	-4
COc1ccc2cc(C)c3nnc(SCC(=O)Nc4nc(-c5ccc(F)cc5)cs4)n3c2c1
    -7	7	38	-3	5	-4	-2	0	-1
CC(C(=O)c1ccccc1)n1c(N2CCOCC2)nc2c1c(=O)n(C)c(=O)n2C (configuration not stated)
    6	-18	-7	-7	7	3	0	0	-5
COC(=O)c1c(C)c[nH]c1C
    -28	-11	1	-3	-2	-12	2	-8	-4
CC(C)c1nnc(SCC(=O)NC(C)(C)C)n1C
    11	-2	0	-7	4	2	1	6	2
O=[N+]([O-])c1ccc(N2CCCCC2)nc1N1CCCCC1
    -1	-2	4	-4	1	-6	-6	1	·
CC(=O)Nc1ccc2nc(CN3CCN(Cc4ccc(F)cc4)C(CCO)C3)ccc2c1 (configuration not stated)
    -11	-9	12	-8	3	14	4	-1	10
Cc1ccc(-c2cc(C(=O)Nc3c(C)n(C)n(-c4ccccc4)c3=O)[nH]n2)c(O)c1
    23	-12	-1	2	2	5	-2	-11	2
CCn1c(COc2c(C)cccc2C)nnc1SCC(=O)N1CCN(c2ccccc2)CC1
    -3	-33	-2	-2	-10	-14	-1	-4	6
Cc1cc(/C=C(\C#N)C(=O)NCc2cccs2)c(C)n1-c1ccc([N+](=O)[O-])cc1
    0	7	5	-4	-4	-5	0	-4	6
COc1ccc(-c2c(C)[nH]n3c(=O)c(Cc4ccccc4)c(C)nc23)cc1OC
    2	1	7	1	4	-10	-3	-7	12
O=C(O)/C(=C\c1cccc(F)c1)c1ccc(S(=O)(=O)N2CCCCC2)s1
    0	-12	0	-2	1	-13	1	0	3
N#Cc1c(NC(NC(=O)c2ccco2)C(=O)c2ccccc2)sc2c1CCCC2 (configuration not stated)
    0	-7	2	17	-2	-11	28	0	3
COc1ccc(Cc2nc(C(=O)Nc3ccc(F)cc3)cs2)cc1
    -33	-3	-15	0	-5	-29	-1	-4	13
CC(=O)N1CCN(Cc2nc3cc(NC(=O)NC4CCCCC4)ccc3n2C)CC1
    6	-13	5	-1	-1	5	0	3	-1
CC(=O)c1ccccc1Oc1nc(CN2CCOCC2)nc2scc(-c3cccs3)c12
    -13	-29	-7	-28	1	12	-11	0	13
CCOC(=O)N1CCN(C(=O)CN(Cc2ccccc2)S(=O)(=O)c2ccc(OC)c(Cl)c2)CC1
    1	-19	-19	-1	-9	-22	-1	-6	1
COc1ccc(-c2nnc(Nc3ccc(S(=O)(=O)Nc4nccs4)cc3)c3ccccc23)cc1
    22	-10	34	-8	3	6	·	-12	2
CCN1C(=O)CC(N2CCC(C(=O)N3CCCCCC3)CC2)C1=O (configuration not stated)
    4	2	14	-4	3	3	6	8	-7
N=C1c2ccccc2CN1NC(=O)c1cccc(S(=O)(=O)N2CCCCC2)c1
    5	6	4	-2	1	0	-1	-4	-4
COc1ccc(C(=O)Nc2nc(C)c3cc4c(cc3n2)OCO4)cc1
    -15	-18	-1	-1	5	-9	-1	-5	12

# No new results follow: an excerpt of the list.
# Values run as follows: NPY-Y1 PAM-ag	Mdm2 ligase inh	Hck-Nef inh	Runt-SMMHC FRET	p97 inhibitor	NPY2 pot ag	Runt-CBFb FRET	RBBP9 inh	NPY-Y1 antag
Cc1ccc(-c2cc(C(=O)Nc3c(C)n(C)n(-c4ccccc4)c3=O)[nH]n2)c(O)c1
    23	-12	-1	2	2	5	-2	-11	2
CCn1c(COc2c(C)cccc2C)nnc1SCC(=O)N1CCN(c2ccccc2)CC1
    -3	-33	-2	-2	-10	-14	-1	-4	6
Cc1cc(/C=C(\C#N)C(=O)NCc2cccs2)c(C)n1-c1ccc([N+](=O)[O-])cc1
    0	7	5	-4	-4	-5	0	-4	6
COc1ccc(-c2c(C)[nH]n3c(=O)c(Cc4ccccc4)c(C)nc23)cc1OC
    2	1	7	1	4	-10	-3	-7	12
O=C(O)/C(=C\c1cccc(F)c1)c1ccc(S(=O)(=O)N2CCCCC2)s1
    0	-12	0	-2	1	-13	1	0	3
N#Cc1c(NC(NC(=O)c2ccco2)C(=O)c2ccccc2)sc2c1CCCC2 (configuration not stated)
    0	-7	2	17	-2	-11	28	0	3
COc1ccc(Cc2nc(C(=O)Nc3ccc(F)cc3)cs2)cc1
    -33	-3	-15	0	-5	-29	-1	-4	13
CC(=O)N1CCN(Cc2nc3cc(NC(=O)NC4CCCCC4)ccc3n2C)CC1
    6	-13	5	-1	-1	5	0	3	-1
CC(=O)c1ccccc1Oc1nc(CN2CCOCC2)nc2scc(-c3cccs3)c12
    -13	-29	-7	-28	1	12	-11	0	13
CCOC(=O)N1CCN(C(=O)CN(Cc2ccccc2)S(=O)(=O)c2ccc(OC)c(Cl)c2)CC1
    1	-19	-19	-1	-9	-22	-1	-6	1
COc1ccc(-c2nnc(Nc3ccc(S(=O)(=O)Nc4nccs4)cc3)c3ccccc23)cc1
    22	-10	34	-8	3	6	·	-12	2
CCN1C(=O)CC(N2CCC(C(=O)N3CCCCCC3)CC2)C1=O (configuration not stated)
    4	2	14	-4	3	3	6	8	-7
N=C1c2ccccc2CN1NC(=O)c1cccc(S(=O)(=O)N2CCCCC2)c1
    5	6	4	-2	1	0	-1	-4	-4
COc1ccc(C(=O)Nc2nc(C)c3cc4c(cc3n2)OCO4)cc1
    -15	-18	-1	-1	5	-9	-1	-5	12
